Screening data: PubChem BioAssay, several laboratories
MC4R antagonist = blocks human MC4R cAMP signaling. MC4R-expressing cells, MTII-stimulated cAMP, LANCE TR-FRET. inhibition, % at 6.5 µM. 360,000 compounds, 0.48% hits;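 active = inhibition above its plate's cutoff, the mean of tested wells on that plate plus 3 SD, cut at about 29% in these data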;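 also: 0% = Melanotan II alone and 100% = Melanotan II plus saturating MCL0020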
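System – human MC4R-expressing U2OS cells · Also added – Melanotan II · Dosing – one concentration, 6.5 µM nominal · Timing – 30-min compound, 1-h challenge, 1-h detection, room temperature · Measured by – Eu-cAMP/anti-cAMP TR-FRET, emission 671 nm · Replicates – singlicate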
ABCB6 inh MLPCN = inhibitors of human ABC transporter ABCB6; Q9NP58; 360,000 compounds, 0.19% hits; K562-ABCB6 porphyrin accumulation, flow cytometry, 1 h; stronger effect = lower value; fluorescence ratio to DMSO, % at 10 µM;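 active = fluorescence ratio to DMSO below 75%, the collection mean minus 3 SD; inconclusive = too few cells collected in the well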;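 also: signal is porphyrin accumulated inside mitochondria; 100% equals median channel fluorescence of DMSO control wells; lower ratio means ABCB6 inhibition with less porphyrin fluorescence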
Target sequence (Q9NP58 whole entry, looked up): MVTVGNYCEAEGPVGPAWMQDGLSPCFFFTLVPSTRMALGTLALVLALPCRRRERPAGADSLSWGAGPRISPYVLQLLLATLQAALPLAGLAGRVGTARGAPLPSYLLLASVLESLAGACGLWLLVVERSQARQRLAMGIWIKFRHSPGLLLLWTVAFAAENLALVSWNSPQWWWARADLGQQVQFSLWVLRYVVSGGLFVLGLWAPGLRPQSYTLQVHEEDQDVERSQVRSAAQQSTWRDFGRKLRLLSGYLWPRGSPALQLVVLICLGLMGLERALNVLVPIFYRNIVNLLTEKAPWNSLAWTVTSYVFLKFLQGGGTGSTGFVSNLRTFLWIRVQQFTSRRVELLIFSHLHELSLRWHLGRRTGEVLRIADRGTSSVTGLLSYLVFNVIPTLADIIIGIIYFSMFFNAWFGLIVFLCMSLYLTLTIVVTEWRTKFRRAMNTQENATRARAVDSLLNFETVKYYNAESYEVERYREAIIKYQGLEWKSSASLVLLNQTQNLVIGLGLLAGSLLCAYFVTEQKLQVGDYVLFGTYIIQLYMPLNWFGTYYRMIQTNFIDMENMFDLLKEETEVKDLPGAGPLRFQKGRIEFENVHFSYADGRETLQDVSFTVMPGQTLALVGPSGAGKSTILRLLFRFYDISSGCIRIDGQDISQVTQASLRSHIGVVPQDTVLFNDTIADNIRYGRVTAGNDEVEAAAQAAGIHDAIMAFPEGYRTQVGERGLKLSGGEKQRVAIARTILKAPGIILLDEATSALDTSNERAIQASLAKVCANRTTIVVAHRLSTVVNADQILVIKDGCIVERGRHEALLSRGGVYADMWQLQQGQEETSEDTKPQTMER
H9c2 protect = modulators protecting cardiomyocytes from myocardial damage; protection from H2O2 cell death, % at 20 µM; AID 588492; 360,000 compounds, 0.63% hits; H9c2 cardiomyocytes, H2O2 injury protection, ATPLite, 2 h;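 active = compounds giving at least 50% protection of heart cells from peroxide-induced death in the single-dose screen, raw or plate-pattern-corrected value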;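 also: 0% = DMSO wells with peroxide and 100% = DMSO wells without peroxide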
m5-HT2A agonist = agonists of mouse serotonin 5-HT2A receptor (HTR2A); P35363; CHO-K1 mHTR2A beta-arrestin complementation, luminescence; percent of 30 µM serotonin response; activation, % at 7.6 µM; 360,000 compounds, 0.66% hits;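 active = activation above a run cutoff, the mean activation of all tested compounds plus 3 SD, cut at about 14% in these data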;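 also: 0% = plate median of compound wells and 100% = 30 µM serotonin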
CaV13 ICDI inh = Primary screen for inhibitors of IQ motif and Ca2+-dependent inactivation inhibitor domain binding in CACNA1D, Förster resonance energy transfer in living cells, …; HEK cells, CFP/YFP FRET ICDI-IQ, plate reader, 10 min; percent FRET-ratio fall versus neutral wells; inhibition, % at 12.3 µM; 340,000 compounds, 0.098% hits; AID 743397;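 active = mean replicate inhibition of at least 30% and at least 1% of replicates passing that level; inconclusive = only one of the two criteria is met; inactive = neither criterion is met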;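 also: 0% = median of the neutral control wells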
Exocytosis inh = lytic granule exocytosis inhibition | 360,000 compounds, 0.66% hits | inhibition, % at 10 µM | TALL-104 LAMP-1 surface exposure, flow cytometry; cells stimulated with thapsigargin and PMA;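 active = inhibition above about 55%, limit read from the data; inconclusive = no clear call, values can overlap the other calls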
PDI turbidity = blocks human protein disulfide isomerase activity | AID 588391 | 350,000 compounds, 0.052% hits | inhibition, % at 10 µM | PDI insulin aggregation turbidity, A650, 90 min;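 active = mean inhibition across replicates of 30% or more, whatever share of single replicates reach that level; inconclusive = mean inhibition below 30% while every single replicate reaches 30%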;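 also: absorbance from insulin aggregation driven by PDI reduction with DTT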
ABHD5-PLIN5 inh = inhibitors of human ABHD5-perilipin-5 interaction; Q00G26+Q8WTS1; Split G. princeps luciferase complementation, luminescence, 4 h; inhibition, % at 4 µM; 360,000 compounds, 0.78% hits; AID 602281;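 active = inhibition above the mean inhibition across every tested compound plus 3 SD, cut at about 22% in these data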;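 also: 0% = DMSO only wells and the 100% control is not disclosed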
Glyco luc inh = blocks N-linked glycosylation in D54 reporter cells. 360,000 compounds, 0.23% hits. reporter increase, % at 12.5 µM. D54 ERlucT glycosylation luciferase reporter, 24 h; percent of 100 nM tunicamycin response;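 active = mean luciferase reporter signal, scaled so untreated is 0 and the glycosylation-blocking control 100, at or above a set limit in every replicate; inconclusive = mean reaches the limit but not every replicate does; inactive = mean below the limit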;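 also: luciferase carries N-glycosylation sites so blocking glycosylation raises the light; 0% = median of neutral control wells and 100% = median of 100 nM tunicamycin wells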
MC4R barr agon = human MC4R agonism via beta-arrestin; P32245; U2OS MC4R beta-arrestin complementation, luminescence; percent of melanotan II response, DMSO zero; activation, % at 8.9 µM; 360,000 compounds, 0.98% hits;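 active = activation above a per-plate cutoff, the mean activation of sample wells on that plate plus 3 SD, cut at about 8% in these data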
* marks the source's active call; other numbers are inactive results; ? = inconclusive; / = no result given.

SMILES	MC4R antagonist	ABCB6 inh MLPCN	H9c2 protect	m5-HT2A agonist	CaV13 ICDI inh	Exocytosis inh	PDI turbidity	ABHD5-PLIN5 inh	Glyco luc inh	MC4R barr agon
C#CCOCCOCCOCCNc1nc(N2CCN(C(=O)CCCCCCCCCCNC(=O)[C@@H](CCSC)n3cc(CCO)nn3)CC2)nc(N2CCN(C(=O)CCCCCCCCCCNC(=O)[C@H](CCSC)n3cc(CCO)nn3)CC2)n1	6	?	6	0	-5	0	5	44*	1	-1.3
CNc1ccc(Br)cc(C(=O)/C=C/c2cccc(OC)c2OC)c1=O	0	109	18	-4	-9	0	6	21	20	-2.6
Cn1c(C2=C(O)CN(c3ccc4c(c3)OCCO4)C2=N)nc2ccccc21	-1	99	-6	-2	-10	-1	0	6	2	0.4
CN1CCC(=NNC(=O)COc2ccc(Cl)cc2)CC1	6	96	-7	2	2	-1	-2	-2	1	-0.1
COc1cccc(C(=O)NCC(=O)NCc2cc(=O)n(C)c(=O)n2C)c1	12	100	4	-4	-12	5	0	1	4	1.7
Cc1c(C)c2cc(Cl)c(OCc3nn[nH]n3)cc2oc1=O	5	105	7	4	-1	0	-13	0	0	-2.1
O=C(COC(=O)Cc1n[nH]c(=O)c2ccccc12)Nc1ncc(Cl)cc1Cl	11	101	67*	-11	-2	-3	-9	-1	0	-0.2
O=S(=O)(c1ccc(NCCOc2ccccc2)nc1)N1CCCC1	-1	97	2	2	-4	8	0	-2	-1	-2.2
O=C(Cn1c(=O)c2sccc2n(Cc2cccc([N+](=O)[O-])c2)c1=O)NCCc1ccccc1	-7	95	7	-1	-5	-1	0	-9	-4	-0.9
Cc1ccc(S(=O)(=O)N(Cc2ccc(Cl)cc2)c2ccccc2C(=O)O)cc1	1	105	-4	2	-5	6	-9	1	2	1.2
Cc1c(Cl)c([N+](=O)[O-])nn1Cc1ccc(C(=O)N/N=C\c2cccc(Br)c2)o1	2	90	8	-6	-1	3	5	3	2	-2.3
CCc1nc(N)nc(N)c1-c1ccc(Cl)cc1	2	95	16	1	-5	-4	0	-1	0	1.3
Cn1c(CSc2ncccn2)nnc1SCC(=O)N1CCCCCC1	6	82	-3	5	-2	0	-3	5	1	0.6
CC(C)c1nnc(SCC(=O)NCc2ccc3c(c2)OCO3)n1C	3	91	5	-1	-5	0	13	3	1	-1.8
CCN(CC(=O)Nc1cc(Cl)ccc1C)C(=O)c1nc2nc(C)cc(C)n2n1	6	98	5	-2	-4	-10	0	-1	2	0.6
CN(C)c1ccc(-c2csc(C(O)(c3ccccc3)C(F)(F)F)n2)cc1 (centres undefined)	9	98	-16	-10	-5	-13	11	-6	1	-0.5
COC(=O)c1[nH]c2c(c1C)C(=O)CC(c1cc(OC)c(OC)c(OC)c1)C2 (centres undefined)	-4	90	-8	8	-17	1	6	0	-1	-1.9
Cn1nc(C(F)(F)F)c(-c2ccccc2)c1NC(=O)CSCC(=O)O	7	99	8	-1	-1	4	-6	0	0	0.2
C=CCNC(=S)Nc1sc2c(c1C(=O)OCC)CC(C(C)C)OC2 (centres undefined)	11	102	-4	0	-3	-3	-1	-3	0	0.4
CNC[C@H]1Oc2c(NC(=O)c3ccc(-c4nccs4)cc3)cccc2C(=O)N([C@@H](C)CO)C[C@@H]1C	-4	93	7	-2	-11	-1	1	-4	2	0.8
O=C(Nc1nc(-c2ccc3ccccc3c2)cs1)C1CCN(S(=O)(=O)c2cccs2)CC1	0	85	-7	7	-2	0	7	3	-8	0.8
Cc1[nH]ccc(=O)c1OCc1c(Cl)cccc1Cl	10	101	3	2	/	3	4	-2	-1	2.4
CCCCN1Cc2ccccc2Oc2cc(Br)ccc2S1(=O)=O	-4	97	-17	-6	-9	-1	-1	12	-2	-0.3
O=C(Nc1cccc(-c2ccc(N3CCCCC3)nn2)c1)c1ccco1	8	99	-20	-6	-6	5	-5	9	-12	0.8
COc1ccc(NC(=O)n2ncc3c(C)cccc32)cc1OC	2	93	-7	0	-20	0	-8	-1	-3	-0.5
O=[N+]([O-])c1cc2c(c(CSc3nnnn3-c3ccc(O)cc3)c1)OCOC2	14	99	-3	-3	-3	-1	5	7	-2	-2.6
CC(C)c1nc(CNC(=O)c2ccc(OC3CCN(Cc4ccccn4)CC3)cc2)cs1	1	99	0	1	-7	-2	9	-1	1	-0.6
CCCCOc1ccc(C(=O)NCCN2CCC(n3c(=O)[nH]c4ccccc43)CC2)cc1	/	121	/	-4	-10	18	/	11	/	/
CCN(CC)CCN(C(=O)CN1C(=O)CCC1=O)c1nc2cc3c(cc2s1)OCO3	8	98	4	-5	-16	15	0	-4	1	0.5
CC(C(=O)NC1(C#N)CCCCC1)N(C)CC(=O)Nc1ccc(Cl)c(Cl)c1 (centres undefined)	7	94	-16	-2	-3	-1	1	-7	-3	-0.8
CC(C)CC(CO)N1CCN(C(=O)c2ccc(Cl)cc2)CCC1=O (centres undefined)	1	105	-2	2	-10	0	-3	4	2	0.5
O=C(O)C1CCCCC1C(=O)Nc1ccc(S(=O)(=O)N2CCCCCC2)cc1 (centres undefined)	8	100	-7	2	-1	2	-6	5	1	-0.2
COc1ccccc1N1CCN(C(=O)CC(NC(=O)c2ccccc2Cl)c2ccccc2)CC1 (centres undefined)	3	105	1	-8	-6	-2	-13	-5	1	-0.7
O=C(OCc1ccc([N+](=O)[O-])cc1)c1ccc2ccccc2n1	2	89	-4	1	-5	-3	11	1	2	-1.7
CCP(=O)(CC)C(C)(C)CP(=O)(c1ccccc1)c1ccccc1	16	93	1	-4	-7	2	1	6	2	-2.1
COCCCNC(=O)CN1C(=O)/C(=C\c2ccc(C)cc2)Sc2ccccc21	-8	87	-2	-5	-6	1	3	10	-1	-0.1
Cc1ccccc1N(CC(=O)NCCSCc1ccccc1)S(C)(=O)=O	0	99	3	-7	5	14	-10	-4	-3	-1.4
CN(Cc1ccccc1F)c1cc2c(c3c1ccn3C)C1CCC2C1 (centres undefined)	/	99	-4	2	-4	2	/	-2	1	/
N=c1oc2ccc3ccccc3c2cc1C(N)=S	-8	95	28	4	-14	-5	-5	-4	2	2.5
COc1cc(CC(NC(C)=O)C(=O)NC2CCN(C(=O)Nc3ccc(C)cc3)CC2)cc(OC)c1 (centres undefined)	7	100	0	-7	-5	1	-2	1	-1	-2.5
CC(C)(C)c1ccc(NC(=S)NCc2cccs2)cc1	3	115	-18	0	-5	-1	-3	-13	-1	1.7
COCCCN(C(=O)CSCC(=O)Nc1ccc(C)cc1)c1c(N)n(Cc2ccccc2)c(=O)[nH]c1=O	12	97	3	0	-2	-1	10	-11	-2	-1.6
CCN(CC)CCN(C(=O)c1cccc([N+](=O)[O-])c1)c1nc2ccc(OC)cc2s1	18	103	-5	-9	-3	-3	3	8	2	1.1
COc1cc2c(c(OC)c1)C(c1cccc(OC)c1OC)CC(=O)N2 (centres undefined)	3	106	-7	5	-6	-8	-2	0	1	-1.5
O=C(/C=C/c1cc([N+](=O)[O-])ccc1OC(F)F)Nc1cccc(OC(F)F)c1	-4	95	-2	1	-3	3	-6	1	-2	20*
CC1CCN(CC(O)COCCOc2ccc(Br)cc2)CC1 (centres undefined)	6	98	-1	-5	-5	-4	-14	-2	-2	0.0
COc1cc(CSc2nc(-c3ccccc3)cc(=O)[nH]2)cc(OC)c1	7	93	0	8	/	0	2	2	1	3.3
CN(C)CCCNC(=O)c1cc(C(=O)c2ccc(F)cc2)c[nH]1	12	103	10	-4	-4	2	1	2	-2	0.3
CCc1ccc(S(=O)(=O)Nc2ccccn2)cc1	13	100	6	-3	-2	-2	5	-1	-1	-0.9
Cc1ccccc1C1CCCN(C(=O)c2cc(COc3c(F)cccc3F)on2)C1 (centres undefined)	6	108	-12	-9	-8	12	-1	0	-2	-1.6
CSc1nc(N)c(C(=O)N(c2ccccc2)c2ccccc2)s1	0	97	1	-2	-6	7	-10	4	-2	-0.5
COc1cccc(NC(=O)CSc2nnc(COc3ccc4c(c3)CCCC4)o2)c1	1	114	-16	-1	/	0	1	-7	-2	4.1
CC(C)Oc1ccc(C(=O)N2CCCC2C(=O)O)cc1 (centres undefined)	2	100	0	-9	/	-2	-10	4	-1	-2.0
CC1CCCCN1Cc1c(O)ccc2c(=O)c(-c3nc4ccccc4s3)coc12 (centres undefined)	6	104	3	-3	44*	2	1	-1	-3	-2.7
O=[N+]([O-])c1cc(/C=N/O)ccc1Oc1ccccc1Cl	9	104	0	-6	-3	-2	-3	-6	1	1.4
C=CCn1c(C)cc(C(=O)CSc2nc(N)cc(N)n2)c1C	4	103	-17	11	-1	2	11	-3	1	-2.3
COc1ccc(O)c(C(=O)CC(=O)c2cccnc2)c1	1	104	-8	-2	-7	4	12	-2	0	1.9
CC1CN(C(=O)c2ccccc2NS(=O)(=O)c2cccc([N+](=O)[O-])c2)CC(C)O1 (centres undefined)	8	100	5	1	-2	-2	10	3	1	-1.4
CCOc1ccc(C)cc1S(=O)(=O)NC1CCCCCC1	1	101	-10	-3	-5	-3	-8	-1	-1	-0.5
CC1=C(C)CC(C(=O)NCc2ccc3c(c2)OCO3)C(C(=O)O)C1 (centres undefined)	2	92	2	2	-8	0	1	0	0	-0.6

The closing 2 records of the part above come first, to join the parts:
SMILES	MC4R antagonist	ABCB6 inh MLPCN	H9c2 protect	m5-HT2A agonist	CaV13 ICDI inh	Exocytosis inh	PDI turbidity	ABHD5-PLIN5 inh	Glyco luc inh	MC4R barr agon
CCOc1ccc(C)cc1S(=O)(=O)NC1CCCCCC1	1	101	-10	-3	-5	-3	-8	-1	-1	-0.5
CC1=C(C)CC(C(=O)NCc2ccc3c(c2)OCO3)C(C(=O)O)C1 (centres undefined)	2	92	2	2	-8	0	1	0	0	-0.6
CCCCn1c(SCC(=O)c2ccc(O)cc2O)nc2cc(S(N)(=O)=O)ccc21	6	96	4	-2	-5	14	12	11	0	-1.8
O=C(NCc1ccccc1C(F)(F)F)c1cccc2c1C(=O)c1ccc(N3CCC(N4CCCCC4)CC3)cc1S2(=O)=O	3	215	-43	-4	-22	9	1	12	-21	0.2
COc1ccc(NC(=O)c2ccc(Cl)c(S(=O)(=O)N3CCc4ccccc4C3)c2)cn1	3	83	-14	-4	-6	-2	-2	-1	-4	-1.4
COc1cccc(-c2nc(CS(=O)(=O)CC(=O)NCCCN3CCc4ccccc4C3)c(C)o2)c1	6	98	4	5	-5	0	10	3	2	-0.3
COc1ccccc1NC(=O)C(CC(=O)O)Cc1cc(C)cc(C)c1 (centres undefined)	4	97	14	5	-9	-3	16	6	2	-0.8
CC(=O)Nc1ccc(C2=CC(=O)C[C@H](c3ccc4c(c3)OCO4)C2)cc1	-3	93	2	-1	-12	10	-9	-1	0	-1.1
